# Screening data as filed in PubChem BioAssay.
# TcdB GH inh = blocks C. difficile toxin B glycohydrolase activity | P18177 | TcdB glycohydrolase enzymatic assay, plate reader | inhibition, % at 9.99 µM | 350,000 tested, 0.24% active | AID 652162; in the data active = inhibition above about 10%
# PfHsp40 rescue = rescue of PfHsp40-mediated yeast toxicity | AID 504582 | S. cerevisiae expressing PfHsp40, growth rescue, ATP luminescence | 340,000 tested, 0.68% active | growth rescue, % at 12.5 µM; in the data active = growth rescue above about 28%, passing the limit was not always enough; inconclusive = no clear call, values can overlap the other calls;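 also: yeast W303a lacking pdr1 and pdr3 grown in galactose medium; growth measured after three days at 30 °C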
# 3CLpro inhibitor = SARS-CoV 3CLpro protease inhibition; recombinant SARS-CoV 3CLpro, quenched FRET peptide cleavage; inhibition, % at 6 µM; 290,000 tested, 0.14% active; P0C6X7; in the data active = inhibition above about 12%
# BoNT A protease = BoNT A light chain protease inhibition; multiplex microsphere protease substrate cleavage, flow cytometry; 360,000 tested, 0.17% active; inhibition, % at 10 µM; also: plate controls were buffer without enzyme for full effect and enzyme alone for no effect
# Anthrax LF prot = inhibitors of Bacillus anthracis lethal factor protease. inhibition, % at 10 µM. multiplex microsphere protease cleavage assay, LF. P15917. 360,000 tested, 0.12% active; also: plate controls were buffer without enzyme for full effect and enzyme alone for no effect
# Target sequence (P15917 whole entry, looked up): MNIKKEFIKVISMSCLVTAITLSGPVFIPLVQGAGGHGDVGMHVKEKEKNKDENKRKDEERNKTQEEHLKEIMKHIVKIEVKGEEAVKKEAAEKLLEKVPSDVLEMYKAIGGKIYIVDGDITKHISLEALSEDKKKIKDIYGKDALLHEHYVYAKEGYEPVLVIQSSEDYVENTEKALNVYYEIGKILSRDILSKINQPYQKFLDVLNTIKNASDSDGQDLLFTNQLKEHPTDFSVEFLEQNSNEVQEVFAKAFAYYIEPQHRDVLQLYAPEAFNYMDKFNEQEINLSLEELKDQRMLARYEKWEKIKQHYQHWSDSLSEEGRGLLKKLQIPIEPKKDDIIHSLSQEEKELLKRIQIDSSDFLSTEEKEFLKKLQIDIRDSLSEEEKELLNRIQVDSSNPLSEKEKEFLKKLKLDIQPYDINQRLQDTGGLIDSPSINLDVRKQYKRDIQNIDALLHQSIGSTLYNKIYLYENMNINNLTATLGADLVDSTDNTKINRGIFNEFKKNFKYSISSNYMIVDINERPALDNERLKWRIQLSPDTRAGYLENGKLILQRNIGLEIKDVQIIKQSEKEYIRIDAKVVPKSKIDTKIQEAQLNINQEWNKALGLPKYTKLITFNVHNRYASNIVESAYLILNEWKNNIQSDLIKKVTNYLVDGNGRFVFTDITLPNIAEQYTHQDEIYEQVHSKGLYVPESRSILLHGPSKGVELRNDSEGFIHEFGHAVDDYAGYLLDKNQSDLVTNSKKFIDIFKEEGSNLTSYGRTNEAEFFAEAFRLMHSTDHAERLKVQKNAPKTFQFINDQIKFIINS
# PriA SSB inh = blocks PriA binding to SSB C-terminal tail | 430,000 tested, 0.6% active | AlphaScreen SSBct-PriA binding, biotinylated peptide | inhibition, % at 33 µM; in the data active = inhibition mostly above about 37%, no sharp cut-off; inactive = mostly below about 20%;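 also: plate controls were negative control peptide for no effect and reference peptide for full effect; strong numbers were not always called active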
# Vc quorum ag = quorum light induction in luxS cqsA deficient V. cholerae | AID 588436 | activation, % at 18.7 µM | V. cholerae BH1578 lux reporter, luminescence, 6 h | 350,000 tested, 0.16% active; in the data active = activation mostly above about 9.7%, no sharp cut-off; inconclusive = no clear call, values can overlap the other calls; inactive = mostly below about 3.7%; also: not every result past the cut was called active; inactives centre near 0; reference of the scale not given here
# PrPC TRFRET = cell surface PrPC inhibition, primary TR-FRET screen | P04156 | TR-FRET read-out | inhibition, % at 13.8 µM | 370,000 tested, 0.43% active; in the data active = inhibition above about 24%; also: 0% = median of the test wells and 100% = reference compound wells
# Y pestis TopoI = Y. pestis Topo-I inhibition via cleavage products. activity, % at 10 µM. 360,000 tested, 0.064% active. AID 504884. Y. pestis Topo-I cleavage product accumulation, plate reader; in the data active = activity above about 50%, passing the limit was not always enough; inconclusive = no clear call, values can overlap the other calls; also: inactives centre near 2
# * = called active by the depositor; i = inactive; u = inconclusive; x = no result given. Rule as the data show it, unless noted: active = inhibition above about 30%; inconclusive = no clear call, values can overlap the other calls; inactive = below that. A portion of the library; count on the stated rates, not on these rows.
# Values in the order: Vc quorum ag	Anthrax LF prot	BoNT A protease	PfHsp40 rescue	Y pestis TopoI	PrPC TRFRET	PriA SSB inh	3CLpro inhibitor	TcdB GH inh
> O=C(c1ccoc1)N1CCN(c2cc(-c3ccncc3)nc3cc(-c4cccc(Cl)c4)nn23)CC1
 : -0.5	-1.4	0.0	x	9.3	-13.3	x	x	0.3
> CCCN1CCC(NC(=S)Nc2cccc(Cl)c2Cl)CC1
 : i	-4.3	-0.1	0.6	5.6	-2.9	-5.3	3.1	1.8
> O=C(Nc1ccc2c(c1)OCO2)c1cc(C2CC2)on1
 : -0.3	-6.6	0.4	1.7	2.3	20.5	-20.1	1.9	0.2
> CCc1ccc(NC(=O)CSc2nnc(-c3cnccn3)n2Cc2ccco2)cc1
 : -0.3	-3.4	-2.3	-0.4	27.8	2.8	12.5	2.0	x
> c1ccc(COc2ccc(OCCCCN3CCCC3)cc2)cc1
 : -0.2	-2.9	-0.5	-0.6	5.4	1.2	4.6	-0.1	x
> O=C(CCc1ccc(S(=O)(=O)NC2CCCCC2)cc1)NCc1cccnc1
 : i	-1.7	0.9	-0.6	u	5.2	0.8	-1.9	-0.4
> Cc1ccc(S(=O)(=O)N/N=C/c2ccc(OCC(=O)NC(C)C)cc2)cc1
 : i	-7.0	-0.4	-1.2	-1.9	-4.7	x	1.5	x
> COc1ccc(C2(C(=O)NCC3CCCO3)CCOCC2)cc1 (stereo not given)
 : 0.0	x	x	-2.5	-1.9	0.7	7.6	1.8	x
> N/C(=N\N=C\c1ccc2c(c1)OCO2)c1nonc1N
 : -0.1	-0.9	-0.1	-0.3	-2.3	-4.2	x	-1.0	-3.8
> O=C(COc1ccc(S(=O)(=O)N2CCOCC2)cc1)Nc1ccc(Br)cc1
 : i	-3.9	-0.4	-0.9	9.9	5.4	-13.1	x	7.8
> O=C(NCc1ccco1)c1ccc(COCC(F)(F)F)cc1
 : 2.5	-4.1	-0.7	-0.5	-8.2	4.3	-7.4	-2.9	x
> O=C(CSc1n[nH]c(-c2ccncc2)n1)Nc1ccc(F)cc1
 : -0.3	1.2	-0.3	0.2	6.3	-7.5	4.2	-1.7	1.3
> COc1cc(/C=C/C(=O)O)cc(S(=O)(=O)NCC2CCCO2)c1OC (stereo not given)
 : i	-2.6	-0.2	-1.3	2.5	2.7	4.2	-3.1	1.4
> COc1cc(OC)cc(OCC(O)Cn2cnc3cc(C)c(C)cc32)c1 (stereo not given)
 : -0.3	-10.2	-1.0	1.7	26.2	-8.2	-2.3	-0.3	1.7
> CC(C)N(C(=O)CSc1ncnc2sc(-c3ccccc3)cc12)C(C)C
 : x	-1.6	0.4	1.4	21.6	-3.0	-1.4	-1.6	x
> CC(NS(=O)(=O)c1cc(C(F)(F)F)ccc1Cl)C(=O)N(C)C1CCN(C)CC1 (stereo not given)
 : 1.2	1.7	-0.3	0.0	-1.9	-3.6	-7.3	x	0.8
> Cc1ccc(S(=O)(=O)NCCN2CCOCC2)s1
 : i	3.2	0.1	-0.7	4.3	-3.4	5.1	-4.8	0.8
> CCOC(=O)c1cnc(SCc2ccccc2)nc1N
 : i	-3.5	-0.9	-1.1	1.7	1.2	-17.0	1.2	x
> O=C(Nc1ccccc1)c1cccc(S(=O)(=O)Nc2ccccn2)c1
 : -0.2	-1.5	-0.8	-0.4	1.2	3.3	2.3	1.3	x
> CC1CCC2C(=O)N(c3cccc(C(=O)Nc4ccccc4Cl)c3)C(=O)C2C1 (stereo not given)
 : -0.1	-2.1	2.2	-1.1	8.4	-0.9	10.9	3.3	0.2

# Values in the order: Vc quorum ag	Anthrax LF prot	BoNT A protease	PfHsp40 rescue	Y pestis TopoI	PrPC TRFRET	PriA SSB inh	3CLpro inhibitor	TcdB GH inh
> COc1ccc(NC(=O)CN(C)C(=O)c2cccc(S(=O)(=O)N3CCCc4ccccc43)c2)cc1
 : -2.8	-1.1	3.0	1.0	7.5	10.0	-12.9	x	0.4
> Clc1ccc2c(NCc3cccs3)ncnc2c1
 : i	13.1	-0.8	-0.4	-7.8	18.1	-3.6	-0.3	-0.2
> N#CC(Br)Br
 : -0.1	1.2	0.7	-0.8	-1.1	2.8	-6.8	x	0.5
> O=C(Cn1nnc(-c2ccccc2Cl)n1)N1CCCCC1
 : i	0.0	-0.1	-0.5	5.1	0.0	3.8	-0.6	0.7
> CC1CCCN(C(=O)Cn2nnc(-c3ccc(F)cc3)n2)C1 (stereo not given)
 : 0.1	2.4	-0.6	-0.4	-0.3	-1.8	-14.0	-3.1	0.7
> CCn1c2ccccc2c2cc(NC(=O)c3ccc(Br)o3)ccc21
 : -0.3	43.3*	76.7*	1.0	-5.9	-4.2	-4.3	2.1	x
> O=C1C2C3C=CC(C3)C2C(=O)N1c1ccc(N2CCN(c3ccccn3)CC2)c([N+](=O)[O-])c1 (stereo not given)
 : -0.4	0.9	-1.8	5.1	-1.9	-26.1	12.8	6.5	1.8
> COCOc1cccc(CN2CCC(C)(Oc3cccc(OC)c3)C2)c1 (stereo not given)
 : i	1.9	-0.7	x	6.7	-4.6	x	x	1.3
> COc1ccc(CN(CC2CCCO2)C(=O)CN2C(=O)COc3ccccc32)cc1OC (stereo not given)
 : i	3.8	-0.3	0.2	7.1	2.0	-8.2	0.7	x
> O=C(COC(=O)c1cc(=O)[nH]c2ccccc12)NC(=O)c1ccccc1
 : i	-1.3	-0.3	-0.4	-4.6	6.2	7.5	x	-1.2
> CSc1ccc(C2C(C#N)=C(N)Oc3c2ccc(=O)c2c(C)oc(C)c32)cc1 (stereo not given)
 : -0.5	-1.0	5.6	-0.8	-0.8	-4.4	9.5	-2.5	x
> O=C(COC(=O)c1ccc2ccccc2c1)Nc1ncc(C(F)(F)F)cc1Cl
 : -25.0	-2.7	-0.5	-0.8	4.8	-0.5	-7.6	4.4	x
> COC(=O)c1sccc1NC(=S)Nc1ccccc1
 : 0.0	-0.2	0.1	0.6	-1.3	6.0	-2.6	-3.4	x
> O=C(/C=C/c1cn(CC(O)CN2CCCCC2)c2ccccc12)c1cccs1 (stereo not given)
 : -0.3	15.0	25.3	-0.9	-17.4	-20.0	10.8	-1.5	x
> Cc1ccc(C(=O)Nc2ccc(CN3CCS(=O)(=O)CC3)cc2)cc1C
 : i	-16.2	-7.5	0.5	2.5	2.0	1.7	-6.8	1.7
> O=C1CCCN1CCC1CCCCN1Cc1nc(COc2ccccc2)no1 (stereo not given)
 : -3.3	-8.2	-0.6	0.2	-1.2	1.7	-16.4	3.2	0.5
> CCn1nnc(NC(=O)c2cc(Cl)c(OC)c(Cl)c2)n1
 : 1.7	-6.5	-1.9	-1.3	5.3	-3.9	-1.4	-5.7	x
> O=C(c1cccc([N+](=O)[O-])c1)N1CCN(Cc2ccccc2)CC1
 : i	11.9	-1.7	-0.7	1.9	1.5	-3.9	-2.8	0.8
> Cc1ccc(NC(=O)/C(=C/C=C/c2ccccc2)NC(=O)c2ccccc2)cc1
 : -0.2	-1.3	-0.4	0.4	1.6	8.1	-5.0	1.8	1.2
> CCN(CC)CCOC(=O)/C=C/c1ccccc1
 : -0.4	10.3	0.2	-0.1	-2.9	-1.8	-9.6	6.4	2.0

# Grouped by structure: those above with a Cl atom (8)
# Values in the order: Vc quorum ag	Anthrax LF prot	BoNT A protease	PfHsp40 rescue	Y pestis TopoI	PrPC TRFRET	PriA SSB inh	3CLpro inhibitor	TcdB GH inh
> O=C(c1ccoc1)N1CCN(c2cc(-c3ccncc3)nc3cc(-c4cccc(Cl)c4)nn23)CC1
 : -0.5	-1.4	0.0	x	9.3	-13.3	x	x	0.3
> CCCN1CCC(NC(=S)Nc2cccc(Cl)c2Cl)CC1
 : i	-4.3	-0.1	0.6	5.6	-2.9	-5.3	3.1	1.8
> CC(NS(=O)(=O)c1cc(C(F)(F)F)ccc1Cl)C(=O)N(C)C1CCN(C)CC1 (stereo not given)
 : 1.2	1.7	-0.3	0.0	-1.9	-3.6	-7.3	x	0.8
> CC1CCC2C(=O)N(c3cccc(C(=O)Nc4ccccc4Cl)c3)C(=O)C2C1 (stereo not given)
 : -0.1	-2.1	2.2	-1.1	8.4	-0.9	10.9	3.3	0.2
> Clc1ccc2c(NCc3cccs3)ncnc2c1
 : i	13.1	-0.8	-0.4	-7.8	18.1	-3.6	-0.3	-0.2
> O=C(Cn1nnc(-c2ccccc2Cl)n1)N1CCCCC1
 : i	0.0	-0.1	-0.5	5.1	0.0	3.8	-0.6	0.7
> O=C(COC(=O)c1ccc2ccccc2c1)Nc1ncc(C(F)(F)F)cc1Cl
 : -25.0	-2.7	-0.5	-0.8	4.8	-0.5	-7.6	4.4	x
> CCn1nnc(NC(=O)c2cc(Cl)c(OC)c(Cl)c2)n1
 : 1.7	-6.5	-1.9	-1.3	5.3	-3.9	-1.4	-5.7	x

# (next part)
# Values in the order: Vc quorum ag	Anthrax LF prot	BoNT A protease	PfHsp40 rescue	Y pestis TopoI	PrPC TRFRET	PriA SSB inh	3CLpro inhibitor	TcdB GH inh
> O=c1[nH]c2ccccc2n1C1CCN(C(c2cccc3ccccc23)c2nnnn2-c2ccc3c(c2)OCCO3)CC1 (stereo not given)
 : x	-4.0	-0.9	x	x	6.7	x	x	1.8
> O=C(CC1CCCCC1)c1c(O)c2ccccc2oc1=O
 : -0.7	-6.3	-0.2	-0.4	-1.1	-2.4	-2.8	3.6	x
> Cc1ccc(-c2nc(=S)c3c(n2CC2CCCO2)CC(C)(C)OC3)cc1 (stereo not given)
 : i	-3.8	0.4	0.0	-0.1	23.4	-20.9	-1.5	x
> O=S(=O)(/N=C(/c1ccccc1)N1CCOCC1)c1ccc(Br)cc1
 : i	7.8	2.1	-0.3	4.9	-4.5	x	-9.6	0.7
> OCC1C2c3ccccc3C(c3ccccc32)C1CO (stereo not given)
 : -0.5	-9.6	-0.3	0.8	-4.7	5.1	x	-0.6	0.0
> CCC(C)C(NC(=O)CCCNC(=O)CCC(=O)OC1O[C@H]2OC3(C)CC[C@H]4[C@H](C)CCC(C1C)C24OO3)C(=O)O (stereo not given in full)
 : 0.6	-1.8	-6.2	1.6	8.3	27.8*	x	2.5	1.4
> O=C(/C=C/c1ccccc1)N1CCN(c2cccc(Cl)n2)CC1
 : -0.6	0.0	0.7	0.9	32.5	-8.5	-13.2	5.4	x
> CCOC(=O)NNC1CC(=O)N(c2ccc(OC)cc2)C1=O (stereo not given)
 : -1.3	-1.1	u	-1.1	3.5	0.1	-18.5	3.2	x
> CON(C)S(=O)(=O)c1cccc(C(=O)NC2CCSc3ccccc32)c1 (stereo not given)
 : -0.3	-1.2	0.2	0.3	17.4	4.7	-0.1	0.4	1.7
> CC(=O)NS(=O)(=O)c1ccc(NC(=O)NC2CCCCC2)cc1
 : i	-1.5	-0.4	0.8	3.6	1.1	-3.8	2.6	x
